TDP1 block = qHTS Assay for Inhibitors of Tyrosyl-DNA Phosphodiesterase (TDP1); Tyrosyl-DNA phosphodiesterase 1 (Homo sapiens), Q9NUW8; recombinant TDP1, AlphaScreen DNA substrate cleavage; Potency, µM (highest dose often 130 µM), for inactives: top-dose activity change, negative = inhibition, most hits filed as inhibitors; hit rate 0.28% among 350,000; further: nearly all actives have a fitted effect of over 40% in size
Target sequence (Q9NUW8 whole entry, looked up): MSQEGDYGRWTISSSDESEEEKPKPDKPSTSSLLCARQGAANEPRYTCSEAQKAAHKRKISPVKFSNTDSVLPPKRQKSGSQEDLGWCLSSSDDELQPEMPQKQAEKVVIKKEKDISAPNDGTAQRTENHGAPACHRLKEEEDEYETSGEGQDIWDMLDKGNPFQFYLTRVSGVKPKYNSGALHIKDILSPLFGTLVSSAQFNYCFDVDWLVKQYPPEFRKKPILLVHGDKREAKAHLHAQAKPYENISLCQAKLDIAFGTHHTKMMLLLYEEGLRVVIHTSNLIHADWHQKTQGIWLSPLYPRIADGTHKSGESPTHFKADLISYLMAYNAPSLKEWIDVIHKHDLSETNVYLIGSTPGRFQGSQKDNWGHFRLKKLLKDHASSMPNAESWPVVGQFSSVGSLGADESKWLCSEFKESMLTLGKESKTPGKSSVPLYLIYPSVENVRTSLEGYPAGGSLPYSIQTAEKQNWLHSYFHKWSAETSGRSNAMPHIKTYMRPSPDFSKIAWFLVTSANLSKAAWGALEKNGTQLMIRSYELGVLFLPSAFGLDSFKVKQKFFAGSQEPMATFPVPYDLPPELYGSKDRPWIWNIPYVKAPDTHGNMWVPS
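Here, a 5' biotin and 3' phosphotyrosine-FITC DNA oligonucleotide reports Tdp1 activity: intact substrate bridges AlphaScreen beads, while cleavage leaves a 3' phosphate and drops signal. All incubations at room temperature.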
N370S GC = qHTS Assay for Inhibitors and Activators of N370S glucocerebrosidase as a Potential Chaperone Treatment of Gaucher Disease; Lysosomal acid glucosylceramidase (Homo sapiens), P04062; N370S GC spleen homogenate, 4MU-glucoside fluorescence; Potency, µM (doses to about 59.4 µM), without a hit: top-dose activity change, negative = inhibition, hits mostly inhibitors; hit rate 0.092% among 330,000;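 further: 0% = full enzyme activity and -100% = no enzyme basal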
FEN1 inh = qHTS Assay for the Inhibitors of Human Flap endonuclease 1 (FEN1); P39748; Recombinant FEN1 flap cleavage, fluorescence, 15 min; Potency, µM (top dose mostly 114 µM), for the others: top-dose activity change, negative = inhibition, most hits filed as inhibitors; hit rate 0.35% among 390,000; further: nearly all actives have a fitted effect of over 65% in size
Target sequence (P39748 whole entry, looked up): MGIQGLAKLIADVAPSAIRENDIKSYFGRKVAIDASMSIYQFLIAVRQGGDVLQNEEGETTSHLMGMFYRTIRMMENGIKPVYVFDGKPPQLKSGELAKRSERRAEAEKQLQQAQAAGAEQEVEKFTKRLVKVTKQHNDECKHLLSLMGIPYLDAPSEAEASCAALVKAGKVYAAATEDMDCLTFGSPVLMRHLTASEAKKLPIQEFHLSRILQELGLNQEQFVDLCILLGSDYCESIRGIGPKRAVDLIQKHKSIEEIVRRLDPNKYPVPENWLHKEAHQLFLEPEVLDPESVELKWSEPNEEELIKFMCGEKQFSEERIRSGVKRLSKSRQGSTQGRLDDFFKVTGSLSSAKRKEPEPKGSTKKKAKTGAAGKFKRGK
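Read-out was taken twice, immediately and after 15 min, following addition of 50 nM substrate to 10 nM FEN1 that had sat with test compound for 15 min at room temperature. Curves came from a four-parameter Hill model.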
Numbers without * were called inactive; ? = inconclusive; . = no result given; & = joins results of further samples; [ ] = another dose, or the depositor's remark. The call rests on the fitted dose curve; in most records, active means well fitted curve in the direction sought with a large enough effect; inconclusive means small, poorly fitted or top-dose-only effect, or another doubt; inactive means no such curve, though single readings can be large; an effect the other way counts as inactive or inconclusive. Unless noted, on the % scale 0 is the no-effect control and ±100 the full control effect; potency means the concentration at half of the fitted maximal effect.

#1 CCN(CC)S(=O)(=O)c1ccc(OC)c(NC(=O)C2CC(=O)N(c3ccc(C)cc3)C2)c1 (stereo not given)
#2 O=C(O)CCN1C(=O)NC2(CCCC2)C1=O
#3 CC(C)N1CC(C(=O)Nc2ccccc2)CC1=O (stereo not given)
#4 CCSc1nnc(NC(=O)c2c(C)noc2C)s1
#5 COc1ccc(C(=O)Nc2cccc3c2C(=O)NC3=O)cc1S(=O)(=O)N1CCOCC1
#6 Cc1ccc(NC(=O)CSc2ccc(-c3cccnc3)nn2)cc1Cl
#7 Cc1cccc(C(=O)OCc2cc(=O)n3ccsc3n2)c1
#8 Cc1c(C)c2ccc(OCC(=O)N[C@@H](Cc3c[nH]c4ccccc34)C(=O)O)cc2oc1=O
#9 C=C/C(C)=C/[C@@]1(C)SC(=O)C(C)=C1O
#10 Cc1ccc(Nc2ncccc2C(N)=O)cc1

| Screen / compound no. | 1 | 2 | 3 | 4 | 5 | 6 | 7 | 8 | 9 | 10 |
| --- | --- | --- | --- | --- | --- | --- | --- | --- | --- | --- |
| TDP1 block | -2.7% | 4.0% | 2.2% | 2.7% | -3.0% | 0.0% | 3.2% | . | ? | 2.6% |
| N370S GC | -5.3% | 4.4% | -7.8% | -14.7% | 17.3% | ? | . | -1.0% | -2.1% | 11.1% |
| FEN1 inh | 5.0% | -11.9% | 5.2% | -19.7% | -1.2% | 19.9% | 1.5% | 5.3% | . | 1.0% |

#11 Cc1ccnc(NC(=O)c2ccc(S(=O)(=O)c3ccccc3)cc2)c1
#12 CCCC(c1nnnn1CC1CCCO1)N1CCN(c2cc(Cl)ccc2C)CC1 (stereo not given)
#13 COc1ccccc1N(C(=O)c1csnn1)C(C(=O)NC1CCCC1)c1ccccc1 (stereo not given)
#14 O=C(Cn1nc(Cc2ccncc2)c2ccccc2c1=O)N1CCN(C(=O)c2ccco2)CC1
#15 COc1cc(CN(C(=O)COc2ccccc2Cl)c2ccccn2)cc(OC)c1OC
#16 CC(C(=O)OCC(=O)Nc1ccc(S(N)(=O)=O)cc1)N1C(=O)c2ccccc2C1=O (stereo not given)
#17 Cn1c(/C=N/O)nc2ccccc21
#18 COc1ccc(-n2nc(C(=O)NCc3cc(OC)ccc3OC)c3c4ccccc4n(C)c3c2=O)cc1
#19 CC(=O)c1c(C)[nH]c(C(=O)COC(=O)CCOc2ccc(C)cc2)c1C
#20 Cc1nc2sccn2c(=O)c1Cl

| Screen / compound no. | 11 | 12 | 13 | 14 | 15 | 16 | 17 | 18 | 19 | 20 |
| --- | --- | --- | --- | --- | --- | --- | --- | --- | --- | --- |
| TDP1 block | -5.1% | 0.0% | 0.7% | 7.6% | -4.7% | -0.2% | . | -2.7% | -2.5% | 1.5% |
| N370S GC | 22.2% | 0.7% | -13.5% | -21.9% | . | . | 9.9% | -9.2% | -23.0% | 2.9% |
| FEN1 inh | -19.4% | -11.0% | -9.9% | 1.5% | 5.9% | -8.4% | 15.9% | -14.4% | -3.8% | -1.7% |

#21 O=C1CC(N2CCN(c3ccc(F)cc3)CC2)C(=O)N1c1ccccc1 (stereo not given)
#22 O=C(Cc1cc(=O)[nH]c(=O)[nH]1)NCc1ccc(Cl)cc1
#23 CS/C(=N/S(=O)(=O)c1ccc(C)cc1)c1ccccc1
#24 CCc1noc(C)c1C(=O)Nc1cc(S(=O)(=O)N2CCOCC2)ccc1OCC(F)(F)F
#25 CCn1cc(C(=O)NCC(=O)NC(C)(C)CO)c(=O)c2cc3c(cc21)OCO3
#26 CNc1oc(-c2cccc3ccccc23)nc1C#N
#27 Cc1ccc2c(CC(=O)Nc3ccc(S(=O)(=O)N4CCC(C)CC4)cc3)coc2c1
#28 COc1ccc(OC)c(C2c3c(-c4ccc(Br)cc4)n[nH]c3C(=O)N2c2ccc(Cl)cc2)c1 (stereo not given)
#29 CC(=O)c1ccc(-c2cccc(-c3nc4ccccn4c3NC3CCCCC3)c2)cc1
#30 CC(C)(C)c1ccc(OCC(=O)N2CCCCCC2)c(Br)c1

| Screen / compound no. | 21 | 22 | 23 | 24 | 25 | 26 | 27 | 28 | 29 | 30 |
| --- | --- | --- | --- | --- | --- | --- | --- | --- | --- | --- |
| TDP1 block | 2.3% | 1.3% | 2.7% | 1.5% | . | -12.6% | 2.5% | 2.3% | 6.8% | 0.0% |
| N370S GC | -1.9% | -11.8% | 2.9% | -2.5% | -7.1% | ? | . | . | ? | 8.2% |
| FEN1 inh | 1.7% | -1.6% | -5.2% | 15.8% | 12.6% | 14.6% | 4.4% | -15.5% | -16.4% | -3.8% |

Single records (already shown). Screens in order: TDP1 block | N370S GC | FEN1 inh
O=C(Cc1cc(=O)[nH]c(=O)[nH]1)NCc1ccc(Cl)cc1 is listed as 1.3% | -11.8% | -1.6%
COc1ccc(OC)c(C2c3c(-c4ccc(Br)cc4)n[nH]c3C(=O)N2c2ccc(Cl)cc2)c1 (stereo not given) is listed as 2.3% | . | -15.5%

(further entries)
#31 CCC1CCCCN1C(=O)Cn1c(=O)n(CCC(=O)NCc2ccco2)c(=O)c2sccc21 (stereo not given)
#32 O=C(N/N=C/c1ccccn1)c1ccc(N/N=C/c2ccccn2)cc1
#33 Cc1cc(NC(=O)CSCC(=O)OCc2nnc(-c3ccc(F)cc3)o2)no1
#34 CCCC(C(=O)NCC1CCCO1)N(C(=O)CNS(=O)(=O)c1ccccc1)c1ccc(F)cc1 (stereo not given)
#35 O=C1/C(=C/c2cccnc2)Oc2cc(OS(=O)(=O)c3ccccc3)ccc21
#36 CC(O)c1nc2cc([N+](=O)[O-])ccc2n1Cc1ccccc1 (stereo not given)
#37 Cc1ccc(NC(=O)c2ccc(N(Cc3ccccc3)S(C)(=O)=O)cc2)cc1
#38 CC(=C\c1ccccc1)/C=C1/SC(=S)N(CCCC(=O)O)C1=O
#39 O=C1OC(C2=CCCCC2)=NC12CC2
#40 CC(=O)Nc1ncc(Cc2cccc(Cl)c2)s1

| Screen / compound no. | 31 | 32 | 33 | 34 | 35 | 36 | 37 | 38 | 39 | 40 |
| --- | --- | --- | --- | --- | --- | --- | --- | --- | --- | --- |
| TDP1 block | 1.0% | 5.9% | 0.1% | 2.4% | 11.7% | 1.9% | 0.4%[12.3 µM] | . | 3.7%[21 µM] | 4.9% |
| N370S GC | 2.0% | -16.3% | . | -2.7% | 12.5% | 0.3% | . | -1.8% | 1.0%[12.8 µM] | 7.6% |
| FEN1 inh | -1.7% | 2.7% | 10.5% | -1.7% | -5.4% | 2.2% | 0.1% | ? | . | 7.3% |

#41 CCc1ccc(-c2csc(-c3c[nH]c4ccccc34)n2)cc1
#42 CCN1CCN(c2nc3ccccc3nc2C(C#N)C(=O)OC2CCCCC2)CC1 (stereo not given)
#43 O=C1c2ccccc2C(=O)N1c1ccc(Cc2ccncc2)cc1
#44 C/C(=N/NC(=O)CSc1nc2ccccc2s1)c1ccncc1
#45 CCc1ccc(-n2c(SCC(=O)Nc3cccc(S(=O)(=O)NC4=NCCCCC4)c3)nc3ccccc3c2=O)cc1
#46 O=C(O)CCN1C(=O)/C(=C\c2cccc(OCC(=O)Nc3ccc(Cl)cc3)c2)SC1=S
#47 Cc1occc1C(=O)Nc1cccc([N+](=O)[O-])c1C
#48 O=C(NC1CCCCC1)N1CCCCCC1
#49 O=C(CSc1ccccc1)NCc1ccccn1
#50 Cc1cccc(-n2c(C)cc(/C=C3\C(=N)N4N=C(CC(C)C)SC4=NC3=O)c2C)c1

| Screen / compound no. | 41 | 42 | 43 | 44 | 45 | 46 | 47 | 48 | 49 | 50 |
| --- | --- | --- | --- | --- | --- | --- | --- | --- | --- | --- |
| TDP1 block | 1.4% | 3.8% | . | 2.6% | 1.9% | . | . | 1.9% | 2.7% | 8.5% |
| N370S GC | 8.5% | 2.3%&-4.3% | 2.7% | -15.9% | -3.1% | ? | -10.4% | -4.3% | 1.6% | 9.9% |
| FEN1 inh | ? | -11.5% | -1.4% | 4.7% | 1.1% | 0.0% | -2.8% | -3.3% | 0.7% | -6.6% |

Copied from above: entries 1 to 2
#1 CCN(CC)S(=O)(=O)c1ccc(OC)c(NC(=O)C2CC(=O)N(c3ccc(C)cc3)C2)c1 (stereo not given)
#2 O=C(O)CCN1C(=O)NC2(CCCC2)C1=O

| Screen / compound no. | 1 | 2 |
| --- | --- | --- |
| TDP1 block | -2.7% | 4.0% |
| N370S GC | -5.3% | 4.4% |
| FEN1 inh | 5.0% | -11.9% |

(list continues)
#51 Cc1cc(C)c(S(=O)(=O)N2CCc3ccccc32)c(C)c1
#52 CCCN1CCN(C(=O)C(NC(=O)c2ccco2)C(C)C)CC1 (stereo not given)
#53 Cc1cc(NC(=O)CSc2nnc(C)c(=O)n2N)no1
#54 CCN(CC)c1ccc(NC(=O)c2ccccc2F)cc1S(=O)(=O)Nc1ccccc1OC
#55 NS(=O)(=O)c1ccc(CCNC(=S)NC(=O)c2ccccc2Br)cc1
#56 Nc1c(-c2ccc3c(c2)OCCO3)oc2ccccc2c1=O
#57 CC1CCCC(C)N1S(=O)(=O)c1ccc(NC(=O)CNC2CCCC2)cc1 (stereo not given)
#58 Cc1ccc(Cl)cc1NC(=O)C1CCN(c2nnc(C)c3c(C)n(-c4ccccc4)nc23)CC1
#59 CCCCC(c1nnnn1CCOC)N1CCN(Cc2ccccc2)CC1 (stereo not given)
#60 O=C(/C=C/c1ccccn1)c1cc(Br)ccc1O

| Screen / compound no. | 51 | 52 | 53 | 54 | 55 | 56 | 57 | 58 | 59 | 60 |
| --- | --- | --- | --- | --- | --- | --- | --- | --- | --- | --- |
| TDP1 block | . | 5.0% | 0.0% | -3.1% | 1.0% | 0.5% | . | 2.8% | 7.1%[56.1 µM] | 4.7% |
| N370S GC | -11.8% | -2.9% | -10.4% | 6.6% | . | -0.2% | -7.8% | . | -0.3% | 10.0% |
| FEN1 inh | 1.9% | 12.1% | -1.7% | -3.0% | -0.3% | -10.1% | -4.4% | -8.8% | -12.5% | 9.8% |

#61 CCN(CC)S(=O)(=O)c1cccc(C(=O)Nc2cc(C)on2)c1
#62 COc1ccc(Cl)cc1S(=O)(=O)N1CCN(c2ccc(F)cc2)CC1
#63 Cc1c(NC(=O)CCC(=O)N2CCOCC2)c(=O)n(-c2ccccc2)n1C
#64 CCOC(=O)N1CC(C)N(/[N+]([O-])=N/Oc2ccc([N+](=O)[O-])cc2[N+](=O)[O-])CC1C (stereo not given)
#65 Cc1ccc(NC(=O)C(OC(=O)c2cnc(C)cn2)c2ccccc2)c([N+](=O)[O-])c1 (stereo not given)
#66 Cc1ccc(Cl)cc1NC(=O)/C(C#N)=C/c1c(C)n(Cc2ccccc2)c2ccccc12
#67 O=C1NC(NS(=O)(=O)c2ccccc2)(C(F)(F)F)C(=O)N1c1ccc(F)cc1 (stereo not given)
#68 Cc1ccc(N=Nc2ccc(O)c3ncccc23)cc1
#69 CC1CCN(S(=O)(=O)c2nnc(NC(=O)COc3ccccc3F)s2)CC1
#70 CCc1ccc(NC(=O)/C(C#N)=C/c2ccncc2)cc1

| Screen / compound no. | 61 | 62 | 63 | 64 | 65 | 66 | 67 | 68 | 69 | 70 |
| --- | --- | --- | --- | --- | --- | --- | --- | --- | --- | --- |
| TDP1 block | . | 5.7% | -3.3% | 11.5% | 8.6% | 0.4%[12.3 µM] | -1.9%&2.8% | 10.3% | . | 5.3% |
| N370S GC | -20.8% | -0.6% | 5.3% | -7.6% | 8.9% | . | 2.6% | -5.1% | -16.5% | -7.1% |
| FEN1 inh | -4.0% | -7.6% | -1.8% | 2.0% | 3.8% | -6.9% | 10.7%&0.4% | -1.8% | 3.5% | 0.8% |

#71 Cc1cc2nc(-c3ccc[nH]c3=O)n(Cc3ccccc3F)c2cc1C
#72 Cn1c2c(c(=O)n(C)c1=O)C(NC(=O)C(C)(C)C)(C(F)(F)F)C(=O)N2 (stereo not given)
#73 O=Cc1sc(=O)n(Cc2cccc(C(=O)O)c2)c1Cl
#74 Cn1ncc2c1ncn1nc(COc3ccc4ccccc4c3)nc21
#75 O=C(NCc1ccc(F)cc1)c1ccc2c(=O)n3c(nc2c1)CCCCC3
#76 Cc1ccc(-n2ncc(C(=O)NCC3CCN(C4CCCC4)C3)c2C2CCN(C(=O)OC(C)(C)C)CC2)cc1C (stereo not given)
#77 O=[N+]([O-])c1cc(-c2nnc(-c3ccccc3)o2)ccc1Oc1ccc(Cl)cc1
#78 CCc1cccc(C)c1NC(=O)Cn1ncc2c3ccccc3n(Cc3ccccc3)c2c1=O
#79 Cc1c(Cl)ccc2sc(NC(=O)CN3C(=O)c4ccccc4C3=O)nc12

| Screen / compound no. | 71 | 72 | 73 | 74 | 75 | 76 | 77 | 78 | 79 |
| --- | --- | --- | --- | --- | --- | --- | --- | --- | --- |
| TDP1 block | . | 2.0% | 7.0% | 5.2% | . | 1.6% | -1.8% | -7.6% | 1.3% |
| N370S GC | 11.0% | 4.0% | 3.2% | 5.7% | -2.7% | -17.8% | 0.8% | . | 6.9% |
| FEN1 inh | 7.2% | -2.6% | 10.6% | 0.6% | -5.7% | -17.5% | 4.5% | -1.4% | 20.8% |

Compound activity: PubChem BioAssay, National Center for Advancing Translational Sciences (NCATS)

Compounds were not picked by outcome; any-hit rate near 0.57%.
